RECQ1 inh: qHTS Assay for Inhibitors of RecQ-Like Dna Helicase 1 (RECQ1); AID 2549, 2010; actives 0.54% (n = 240,000); Potency, µM (titrated, usually from 57.3 µM), for inactives: top-dose activity, negative = inhibition, most hits filed as inhibitors; ATP-dependent DNA helicase Q1 (Homo sapiens), P46063; RECQ1 DNA unwinding, red fluorescence kinetic read;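 further: plate controls were vehicle for no effect and no enzyme for full effect; nearly all actives have a fitted effect of over 30% in size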
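50 nM RECQ1T1 preincubated 15 min with compound in Tris pH 8.0 buffer with MgCl2, DTT, Tween-20 and 2.5 ug/ml poly(dI-dC); started with 200 nM TAMRA/BHQ-2 forked duplex and 2 mM ATP. Unwinding read as fluorescence (525/598 nm), two reads 2 h apart.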
TRb-SRC2 inh: qHTS for Inhibitors of the Interaction of Thyroid Hormone Receptor and Steroid Receptor Coregulator 2. Thyroid hormone receptor beta (Homo sapiens), P10828. TRbeta-SRC2 peptide binding, fluorescence polarization; receptor liganded with 1 µM T3. Potency, µM (top dose mostly 106 µM), without a hit: top-dose activity change, negative = inhibition, actives largely listed as inhibitors. actives 0.065% (n = 280,000). AID 1469, 2008;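 further: plate controls were bound peptide for no effect and peptide without receptor for full effect; nearly all actives have a fitted effect of over 50% in size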
Target sequence (P10828 whole entry, looked up): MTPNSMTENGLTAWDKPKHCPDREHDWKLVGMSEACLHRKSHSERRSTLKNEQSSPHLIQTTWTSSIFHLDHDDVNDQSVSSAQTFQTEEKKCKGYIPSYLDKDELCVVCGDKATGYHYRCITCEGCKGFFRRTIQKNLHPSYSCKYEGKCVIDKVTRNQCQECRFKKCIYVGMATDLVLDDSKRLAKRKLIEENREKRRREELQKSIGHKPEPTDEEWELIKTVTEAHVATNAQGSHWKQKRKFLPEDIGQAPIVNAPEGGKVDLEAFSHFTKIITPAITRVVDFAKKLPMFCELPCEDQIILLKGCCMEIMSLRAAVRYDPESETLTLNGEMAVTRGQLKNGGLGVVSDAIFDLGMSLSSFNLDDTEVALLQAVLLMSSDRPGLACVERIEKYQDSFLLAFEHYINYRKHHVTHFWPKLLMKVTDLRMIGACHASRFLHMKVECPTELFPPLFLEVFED
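TRb LBD 0.6 uM + Texas Red SRC2 peptide 20 nM, 1 uM T3, Tris buffer w/ 5% DMSO; compound pinned, 5 h RT; FP read ex 555/em 632; normalized to unbound and bound controls.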
HTT cytoprotect: qHTS Multiplex Assay to Identify Dual Action Probes in a Cell Model of Huntington: Cytoprotection (ATP); PC12 HTT-Q103 induced, cytoprotection, ATP luminescence, 40 h; Potency, µM (titrated, usually from 56.4 µM), for the others: cytoprotection (ATP increase), hits mostly activators; actives 0.14% (n = 230,000); AID 1471, 2008;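 further: % of control where 0% means no effect; nearly all actives have a fitted effect of over 45% in size; toxic huntingtin expression switched on by the ecdysone agonist tebufenozide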
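Stable PC12 Q103-GFP cells in serum-supplemented, phenol red-free DMEM; induction by tebufenozide at 100 nM final; compound dose series; cell viability quantified luminescently from ATP.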
L3MBTL1 inh: qHTS Assay for the Inhibitors of L3MBTL1; AlphaScreen L3MBTL1–H3K9me1 peptide binding; Potency, µM (highest dose often 57.1 µM), without a hit: at the top dose activity, negative = inhibition, hits mostly inhibitors; actives 0.66% (n = 230,000); further: on the % scale 0 is the no-effect control and ±100 the full control effect; nearly all actives have a fitted effect of over 60% in size
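L3MBTL1 50 nM + b-AHA-H3(1-15)K9me1 75 nM, 30 min RT; compound added, 30 min RT; streptavidin donor/Ni-chelate acceptor beads 10 ug/mL each final, 30 min RT dark; AlphaScreen read.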
Tau FP inhib: qHTS for Inhibitors of Tau Fibril Formation, Fluorescence Polarization; AID 1468, 2008; Microtubule-associated protein tau (Homo sapiens), P10636; Potency, µM (top dose mostly 57.7 µM), for inactives: at the top dose activity, negative = inhibition, usual class: inhibitors; actives 0.39% (n = 280,000); K18 P301L tau heparin fibrillization, Alexa594 FP, 6 h; further: on the % scale 0 is the no-effect control and ±100 the full control effect; nearly all actives have a fitted effect of over 55% in size
Target sequence (P10636 561-689 P618L limits assumed): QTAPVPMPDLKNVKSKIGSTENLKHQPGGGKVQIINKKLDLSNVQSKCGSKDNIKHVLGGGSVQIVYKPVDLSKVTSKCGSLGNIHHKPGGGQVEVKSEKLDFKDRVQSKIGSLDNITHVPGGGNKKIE
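Human K18 P301L fragment (15 uM unlabeled plus 0.24 uM Alexa 594-labeled) in 100 mM sodium acetate pH 7 with compound, aggregation induced by 20 uM heparin for 6 hr at 37 C. ThT (30 uM) added for 1 hr, then Alexa 594 FP read.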
Tau fibril ThT: qHTS for Inhibitors of Tau Fibril Formation, Thioflavin T Binding | Potency, µM (doses to about 57.4 µM), for the others: at the highest dose activity, negative = inhibition, usual class: inhibitors | actives 2.1% (n = 270,000) | recombinant tau K18 P301L, heparin-induced fibrillization, ThT fluorescence | Microtubule-associated protein tau (Homo sapiens), P10636 | AID 1460, 2008; further: on the % scale 0 is the no-effect control and ±100 the full control effect; nearly all actives have a fitted effect of over 55% in size
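Heparin-induced fibrillization of the P301L-mutant K18 repeat-domain fragment of human tau was followed by ThT binding in quantitative high-throughput format.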
Tau fluor cs: Counterscreen qHTS for Inhibitors of Tau Fibril Formation, Fluorescence Polarization | tau K18 P301L Alexa594 fluorescence, heparin fibrillization | Potency, µM (series often up to 57.7 µM), inactives show top-dose activity change, negative = decrease | actives 0.93% (n = 280,000) | AID 1463, 2008; further: on the % scale 0 is the no-effect control and ±100 the full control effect; nearly all actives have a fitted effect of over 55% in size
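Human tau K18 P301L (15 uM unlabeled, 0.24 uM Alexa 594-labeled) in 100 mM sodium acetate pH 7 with 20 uM heparin, 6 hr at 37 C. ThT 30 uM added, 1 hr ambient; Alexa 594 FP and total fluorescence read at 555/632 nm.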
TR SRC2 fluor cs: Total Fluorescence Counterscreen for Inhibitors of the Interaction of Thyroid Hormone Receptor and Steroid Receptor Coregulator 2. TRb/SRC2 Texas Red total fluorescence interference. Potency, µM (top dose mostly 106 µM), for the others: top-dose fluorescence change, negative = quenching. actives 0.29% (n = 280,000); active means well fitted curve in either direction with a large enough effect; inconclusive means small, poorly fitted or top-dose-only effect; further: on the % scale 0 is the no-effect control and ±100 the full control effect
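Human TRb ligand-binding domain at 0.6 uM with 20 nM Texas Red SRC2 peptide in Tris buffer containing 1 uM T3 and 5% DMSO, incubated with compound 5 h at ambient temperature. Total fluorescence (555/632 nm) calculated as parallel + 2 × perpendicular.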
* hit, by the source's call; i = inactive; u = inconclusive; x = not tested or not shown; [ ] = dose if it differs, or a comment. Unless noted, the call rests on the fitted dose curve; in most records, active means well fitted curve in the direction sought with a large enough effect; inconclusive means small, poorly fitted or top-dose-only effect, or another doubt; inactive means no such curve, though single readings can be large; an effect the other way counts as inactive or inconclusive. Potency means the concentration at half of the fitted maximal effect.

SMILES	RECQ1 inh	TRb-SRC2 inh	HTT cytoprotect	L3MBTL1 inh	Tau FP inhib	Tau fibril ThT	Tau fluor cs	TR SRC2 fluor cs
COc1ccc(C)cc1S(=O)(=O)Nc1cc(Cl)ccc1Cl	-5.7%	-1.7%	36.1%[1.9 µM]	3.6%	-6.0%	6.0%	-7.2%	0.2%
Cc1ccccc1NC(=O)CCC(=O)OCC(=O)c1ccc(-c2ccccc2)cc1	i	-6.9%	-4.3%	6.1%	-6.6%	-16.5%	-12.6%	0.1%
Cc1nnc(SCC(=O)N2c3ccccc3Sc3ccccc32)n1N	-1.9%	2.8%	-16.5%	x	-8.4%	-6.8%	-5.9%	-1.8%
Cc1ccc(NC(=S)N2CCN(C3CCCCC3)CC2)cc1	-10.9%	0.5%	-4.4%	0.8%	-10.5%	0.1%	-6.1%	-2.7%
CCN(CC)C(=O)CSC1=C(C#N)C(c2ccco2)C(C(=O)OCCOC)=C(C)N1 (configuration not stated)	1.6%	-1.7%	x	-10.1%	1.1%	12.9%	9.1%	0.7%
N/C(=N\OC(=O)COc1ccc(Cl)cc1Cl)c1ccccn1	-7.4%	5.1%[53 µM]	9.7%[10 µM]	5.3%	-2.0%	-17.4%	-10.6%	-0.7%[53 µM]
COc1ccc(CC(=O)N/N=C(\C)c2ccccn2)cc1	-0.4%	-2.3%	41.4%[10 µM]	-5.5%	1.8%	1.2%	5.0%	0.6%
CC1(C)CC(=O)c2cc(OCC(=O)NCC3CCCO3)ccc2O1 (configuration not stated)	3.0%	-0.2%	16.1%	2.6%	-3.0%	-3.8%	-5.4%	-3.3%
Cc1ccc(C)c(C(=O)CN2C3=NCCCN3c3ccccc32)c1	-5.8%	2.9%	-31.3%	-0.9%	0.9%	-7.1%	-5.9%	-6.0%
O=c1c2ccccc2nc(SCc2nnc(-c3ccccc3)o2)n1-c1ccc(F)cc1F	-5.0%	-20.5%	-95.1%[inhibitor]	-7.0%	4.0%	-4.6%	-14.5%	-1.8%
Cc1cccc(C)c1Nc1c(-c2ccc(O)cc2)nc2sccn12	x	1.5%	x	x	11.3%	u	u	2.5%
O=C(NS(=O)(=O)Oc1ccc(Cl)cc1)OC[C@@H]1CCCN2CCCC[C@H]12	5.7%	-9.6%	-13.7%[10 µM]	-2.1%	-6.8%	4.1%	-0.3%	-1.9%
O=C(CN1C(=O)C(=O)N(Cc2ccco2)C1=O)c1c[nH]c2ccccc12	i	2.1%	-12.7%[10 µM]	-0.6%	1.4%	-12.7%	u	-1.0%
COC(=O)c1cc2sccc2n1CC(=O)N(C)c1ccccc1	0.5%	-5.0%	17.3%	-1.1%	-6.2%	-4.8%	1.1%	-1.4%
CN1c2ccccc2C(O)=C(C(=S)Nc2ccc(F)c(Cl)c2)S1(=O)=O	-2.2%	4.5%	-5.7%[10 µM]	-9.4%	8.0%	u	-24.0%	-5.1%
CSCc1nc2sc(C(=O)Nc3nc(C)cs3)c(C)c2c(=O)[nH]1	-12.4%	2.8%	x	-11.8%	8.0%	u	-12.6%	-3.8%
CC1CCN(CCCn2c(=S)[nH]c3ccc(N4CCOCC4)cc3c2=O)CC1	-4.6%	-4.0%	5.9%[0.074 µM]	1.5%	-3.1%	-4.5%	0.2%	-0.8%
O=C(CSc1nccn1C1CCCC1)Nc1ccc(C(F)(F)F)cc1	x	-2.9%	x	x	-2.5%	-1.5%	-22.7%	-4.0%
Cc1[nH][nH]c(=O)c1N=Nc1ccccc1Cl	-13.7%	-3.6%	-28.9%[10 µM]	-13.7%	-6.8%	u	-19.3%	-5.4%
Cc1ccc2nc(/C(C#N)=C\c3ccc(Oc4ccc([N+](=O)[O-])cn4)cc3)[nH]c2c1	i	2.0%	x	-5.8%	3.1%	5.01µM*	u	-2.2%
CCOc1ccc(CCNC(=O)Cn2ncn3c(cc4ccccc43)c2=O)cc1OCC	x	6.3%	x	x	-4.8%	3.2%	-3.5%	2.8%
CC(=O)Nc1ccc2c(c1)CCCN2C(=O)c1ccccc1	-7.0%	0.3%	13.3%	0.7%	3.7%	1.6%	-4.7%	1.5%
COC(=O)[C@H](C)NC(=O)Nc1ccc(S(N)(=O)=O)cc1	-8.1%	-14.2%	-3.9%	-2.1%	-1.2%	-2.7%	3.7%	-1.4%
CSc1nc(N)nc(C2CC2)n1	16.4%	6.5%	-3.0%[10 µM]	2.0%	1.0%	-14.7%	-12.9%	-1.8%
Cc1ccc(N2CC(C(=O)Nc3ccccc3C(=O)NC3CCCCC3)CC2=O)cc1 (configuration not stated)	-3.6%	7.1%	0.7%[1.9 µM]	2.6%	3.2%	-8.0%	-10.0%	-0.2%
O=C(CCc1ccccc1)NNC(=O)c1ccccn1	-6.1%	-2.9%	-79.5%[inhibitor]	x	-0.1%	u	-1.5%	0.3%
COc1ccc(S(=O)(=O)c2c(Nc3c(C)cccc3C)sc(C(=O)c3ccc(F)cc3)c2N)cc1	x	-23.2%	x	x	-3.3%	3.3%	-3.2%	u
COc1ccc(OCCn2c(=N)n(CCO)c3ccccc32)cc1	5.1%	-12.8%	-7.1%[10 µM]	-7.6%	-8.4%	2.9%	-5.3%	1.1%
COc1cccc(OCc2cc(C3Nc4ccccc4C(=O)N3Cc3ccco3)ccc2OC)c1 (configuration not stated)	-15.9%	-1.3%	14.6%[10 µM]	-4.0%	2.8%	-20.3%	-22.8%	0.0%

Exported in markdown: entries from further up
| SMILES | RECQ1 inh | TRb-SRC2 inh | HTT cytoprotect | L3MBTL1 inh | Tau FP inhib | Tau fibril ThT | Tau fluor cs | TR SRC2 fluor cs |
| --- | --- | --- | --- | --- | --- | --- | --- | --- |
| CCOc1ccc(CCNC(=O)Cn2ncn3c(cc4ccccc43)c2=O)cc1OCC | x | 6.3% | x | x | -4.8% | 3.2% | -3.5% | 2.8% |
| CC(=O)Nc1ccc2c(c1)CCCN2C(=O)c1ccccc1 | -7.0% | 0.3% | 13.3% | 0.7% | 3.7% | 1.6% | -4.7% | 1.5% |
| COC(=O)[C@H](C)NC(=O)Nc1ccc(S(N)(=O)=O)cc1 | -8.1% | -14.2% | -3.9% | -2.1% | -1.2% | -2.7% | 3.7% | -1.4% |
| CSc1nc(N)nc(C2CC2)n1 | 16.4% | 6.5% | -3.0%[10 µM] | 2.0% | 1.0% | -14.7% | -12.9% | -1.8% |
| Cc1ccc(N2CC(C(=O)Nc3ccccc3C(=O)NC3CCCCC3)CC2=O)cc1 (configuration not stated) | -3.6% | 7.1% | 0.7%[1.9 µM] | 2.6% | 3.2% | -8.0% | -10.0% | -0.2% |
| O=C(CCc1ccccc1)NNC(=O)c1ccccn1 | -6.1% | -2.9% | -79.5%[inhibitor] | x | -0.1% | u | -1.5% | 0.3% |
| COc1ccc(S(=O)(=O)c2c(Nc3c(C)cccc3C)sc(C(=O)c3ccc(F)cc3)c2N)cc1 | x | -23.2% | x | x | -3.3% | 3.3% | -3.2% | u |
| COc1ccc(OCCn2c(=N)n(CCO)c3ccccc32)cc1 | 5.1% | -12.8% | -7.1%[10 µM] | -7.6% | -8.4% | 2.9% | -5.3% | 1.1% |
| COc1cccc(OCc2cc(C3Nc4ccccc4C(=O)N3Cc3ccco3)ccc2OC)c1 (configuration not stated) | -15.9% | -1.3% | 14.6%[10 µM] | -4.0% | 2.8% | -20.3% | -22.8% | 0.0% |

Screens from PubChem.

An excerpt (hit frequency here may not be typical).
